PMI inhibition: human PMI inhibitors, high substrate, primary screen, biochemical, fluorescence intensity, high mannose 6-phosphate (AID 1220) | recombinant PMI enzyme, coupled fluorescence intensity; higher % means a stronger effect | inhibition, % at 20 µM; hits with a dose series show IC50 in µM | actives 0.66% (n = 190,000)
TNAP activation fold: stimulation of alkaline phosphatase TNAP activity – biochemical, luminescent, no phosphate acceptor, uHTS, primary screen (AID 1001). purified TNAP, luminescent activation assay, no phosphate acceptor; higher activation fold means a stronger effect. activation fold at 20 µM, or EC50 in µM where a hit was titrated. actives 0.03% (n = 200,000); in the data active = activation fold from about 3, or a potency from the dose series; inactive = the rest, 99 in 100 with activation fold below about 1.6; also: many of its hits are not listed in these tables
human PMI inhibition: inhibitors of human PMI, primary screen, biochemical, fluorescence intensity, coupled assay (AID 1209); actives 0.42% (n = 190,000); purified PMI enzyme, coupled fluorescence intensity; higher % means a stronger effect; inhibition, % at 20 µM; hits with a dose series show IC50 in µM;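 also: plate controls were DMSO vehicle for no effect and wells lacking substrate for full effect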
MT stabilize HCS: microtubule stabilizers in HeLa cells. HeLa tubulin immunostaining HCS, 24 h; share of cells brighter than vehicle mean+2SD. % tubulin-high responders, % at 10 µM. actives 0.83% (n = 200,000);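 active = plate Z-score above 3 for both tubulin-high and condensed-nucleus cell shares, with cell loss under 80%, at 10 µM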;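 also: anti alpha tubulin signal scored within the nucleus-defined area of each cell; some results filed as inactive read as strong as hits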
T cell HTS: modulates CD8 T cell binding to vesicles; 2C CD8+ T cell-vesicle binding, flow cytometry; stronger effect = lower value; calls only at 7 µM; actives 0.068% (n = 330,000);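 active = response, share of CD8 T cells binding vesicles, and their 90th percentile fluorescence all below set limits, cut at about 80% in these data, passing the limit was not always enough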
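Assay system: 2C TCR transgenic mouse naive CD8+ T cells, MACS-purified | Read-out: CD8+ gate FL2 mean fluorescence as % of same-row positive control | Signal: High-throughput flow cytometry with anti-B7-1 and anti-CD8 staining | Timing: Binding step 1.5 h, 37 °C, antibody labelling 20 min, ice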
Ins promoter up: MIN6 insulin promoter up-regulation; z-score at 5 µM; MIN6 insulin promoter-GFP reporter, high-content imaging; stronger effect = higher value; AID 1625; actives 0.3% (n = 190,000);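 active = z-score above 3 at 5 µM with at least 500 cells counted in the well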
b-catenin transl: alters nuclear translocation of beta-catenin in HeLa cells; nuclear translocation activity, % at 5 µM; immunofluorescence imaging; AID 1665; actives 0.3% (n = 190,000);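 active = nuclear translocation activity above 50% at 5 µM, with a well cell count of 50 or more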;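 also: per-cell ratio of nuclear to cytoplasmic median beta-catenin stain intensity; plate controls were DMSO negative control for no effect and GSK-3 inhibitor IX positive control for full effect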
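Read-out: Nuclear/cytoplasmic beta-catenin signal ratio, % activation | Assay system: Human HeLa cell line | Times: 24 h compound exposure at 37°C, 5% CO2 | Signal: Fluorescence imaging of beta-catenin antibody stain plus DAPI | Dosing: 5 µM primary, 0.02–20 µM confirmation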
Autophagy HCS: modulators of autophagy; MEF GFP-LC3 puncta imaging; test concentration mostly 10 µM; calls only at 10 µM (by protocol); actives 0.98% (n = 190,000);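 active = percentage of spot-positive cells more than 3 SD above its plate mean, without a fluorescence outlier flag or 80% toxicity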;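 also: spot-positive cell cutoff set from DMSO-treated cells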
Hep lipid drop: modulators of hepatic lipid droplet formation; inhibition, % at 6.5 µM; AML12 mouse hepatocytes, oleate lipid droplets, BODIPY imaging; actives 0.4% (n = 240,000);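 active = lipid droplet intensity inhibited by at least 50%, with more than 500 cells counted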
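Technique: fluorescence imaging, 20x objective, two fields per well / Assay system: AML12 hepatocytes (mouse) / Measure: % inhibition of lipid droplet signal / Doses: 6.5 µM single-point dosing / Incubation: overnight exposure / Reagent: 100 µM oleic acid challenge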
Ins promoter up cell count: also measured in Ins promoter up; calls as there; cell count; measured here: cytotoxicity, nuclei count;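 total cells summed across four imaged fields per well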
Hep lipid drop cells 6.5 µM: recorded beside Hep lipid drop, whose call it bears; cell count; measured here: cell count, cytotoxicity flag;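 cells counted across two imaged fields per well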
b-catenin transl cell count 5 µM: second read-out of b-catenin transl, no call of its own (marks repeat the call); cell count; measured here: cell count, cytotoxicity flag
T cell HTS vesicle-bound %: further read-out of T cell HTS, marked with its call; double positive events, %; measured here: CD8+ vesicle-bound cell fraction;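 binding gate set so that unloaded-vesicle control wells show 10% double positive cells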
MT stabilize HCS Hoechst-high %: also measured in MT stabilize HCS; calls as there; % Hoechst-high responders; measured here: nuclear condensation Hoechst responders;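 share of cells brighter than vehicle mean plus two SD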
MT stabilize HCS cytotoxicity %: also measured in MT stabilize HCS; calls as there; toxicity, %; measured here: cytotoxicity by cell density;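 0% = mean cell density of plate MIN control wells and 100% = no cells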
Autophagy HCS cell loss 18 h: recorded beside Autophagy HCS, whose call it bears; toxicity, %; measured here: cell loss, nuclei count;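 cell loss after 18 h compound exposure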
Active calls of the source: *; i = inactive; x = no result given; + = active, no number. Rule as the data show it, unless noted: active = inhibition above about 50%; inactive = the rest.

SMILES	PMI inhibition	TNAP activation fold	human PMI inhibition	MT stabilize HCS	MT stabilize HCS Hoechst-high %	MT stabilize HCS cytotoxicity %	T cell HTS	T cell HTS vesicle-bound %	Ins promoter up	Ins promoter up cell count	b-catenin transl	b-catenin transl cell count 5 µM	Autophagy HCS	Autophagy HCS cell loss 18 h	Hep lipid drop	Hep lipid drop cells 6.5 µM
CCCCCCOc1ccc(C(=O)O)cc1	x	x	x	x	x	x	i	40	0.11	1016	-1.8	1291	x	x	4	711
COc1ccc(C[C@@H]2CN3C(=NC[C@@H]3C)N2CCNC(=O)c2ccc(C)c(Br)c2)cc1	6%	1.1	13%	1.7	0.9	3.9	i	29	-0.73	1427	0.0	1107	i	-5	0	719
C=CCN(CC=C)C(=S)NC(=O)/C=C/c1ccc(C)cc1	-2%	1	-4%	8.3	2.8	0.1	i	51	0.24	1056	1.7	403	i	-7	-10	751
CCN(CC)S(=O)(=O)c1cc(C(=O)Nc2ccncc2)ccc1Cl	4%	1	1%	2.9	0.6	6.1	i	28	-0.34	1562	-1.9	1439	i	1	x	x
COc1cccc(/C=N/NC(=O)c2[nH]nc3c2CCc2ccccc2-3)c1O	5%	2.5	8%	6.7	1.1	58	i	51	-1.9	574	24	555	i	15	0	688
CCOC(=O)CN1C(=O)C(CC)Oc2ccc(Cl)cc21 (stereo not given)	4%	1.1	5%	3.2	2.7	7.5	i	44	0.77	1262	-2.9	1024	i	3	x	x
O=[N+]([O-])c1ccc(COc2ccc(-c3[nH]ncc3-c3ccc(Cl)cc3)c(O)c2)cc1	-22%	1.6	-8%	5.2	4.5	5.4	i	42	0.15	1339	-2.4	1078	i	0	-17	662
CCOC(=O)CC(NC(=O)Cn1nnc(-c2ccccc2)n1)c1ccc(OC)cc1 (stereo not given)	2%	1	4%	2.4	2.8	6.6	i	32	-0.17	1318	-1.6	1109	i	-6	8	709
O=C(c1ccccc1Cl)N1CCSCC1	x	x	x	x	x	x	i	42	1.2	1003	1.6	1238	x	x	-19	654
N#C/C(=N\Nc1ccccc1)C(=N)N1CCCCCC1	x	x	x	x	x	x	i	30	0.22	1027	1.6	1285	x	x	2	723
O=C(NCc1ccc2[nH]c3c(c2c1)CCCC3)N1CCOCC1	28%	1.2	39%	3.5	3.8	6.6	i	14	0.54	1168	-1.7	1115	i	-1	0	768
COc1ccc(/C(CC2OC(=O)c3ccccc32)=N\NC(N)=O)cc1 (stereo not given)	-1%	1.1	-2%	1.4	1.8	7.2	i	33	0.03	1447	-0.2	1518	i	1	-4	693
COc1ccc(OC)c(NS(=O)(=O)c2ccc(NC(=O)c3ccc(NS(C)(=O)=O)cc3)cc2)c1	0%	1.1	1%	3.1	1.7	5.6	i	46	-0.01	1260	-3.8	497	i	26	18	687
O=C1N(CN2CCN(Cc3ccccc3)CC2)c2ccccc2C12OCCCO2	14%	1.1	13%	3.6	2.6	5.4	i	41	-0.47	1423	-0.1	1115	i	-7	17	683
O=C(Nc1ccc2c(c1)OCO2)c1nn(-c2ccccc2)c(=O)c2ccccc12	14%	1.1	15%	2.4	0.3	30	i	16	-0.01	1108	x	x	i	-3	-10	663
COc1cccc(-c2cc(C(=O)NCCc3ccccc3)no2)c1	-4%	1.1	-1%	1.6	1.0	6.1	i	42	0.62	962	x	x	i	-24	x	x
CCCCNC1CCS(=O)(=O)C1 (stereo not given)	-7%	1.1	0%	1.0	1.8	9.2	i	35	0.08	935	x	x	i	4	-4	785
O=C(NCC1CCN(c2ccc(S(=O)(=O)N3CCOCC3)cc2)CC1)c1ccc(Cl)cc1	11%	1.1	9%	2.1	1.8	6.2	i	33	0.18	836	x	x	i	7	14	775
O=C(NNC(=O)c1oc2ccccc2c1-n1cccc1)c1ccco1	-2%	2.6	1%	4.4	2.0	0.7	i	49	-0.32	1348	2.2	931	i	22	-16	748
CCC(C)NC(=O)c1ccccc1NC(=O)C1COc2ccccc2O1 (stereo not given)	-3%	1.1	6%	4.4	2.7	13	i	42	-0.26	1423	-2.4	1005	i	-18	3	685

An excerpt from above in order of number of heavy atoms, highest first:
SMILES	PMI inhibition	TNAP activation fold	human PMI inhibition	MT stabilize HCS	MT stabilize HCS Hoechst-high %	MT stabilize HCS cytotoxicity %	T cell HTS	T cell HTS vesicle-bound %	Ins promoter up	Ins promoter up cell count	b-catenin transl	b-catenin transl cell count 5 µM	Autophagy HCS	Autophagy HCS cell loss 18 h	Hep lipid drop	Hep lipid drop cells 6.5 µM
O=[N+]([O-])c1ccc(COc2ccc(-c3[nH]ncc3-c3ccc(Cl)cc3)c(O)c2)cc1	-22%	1.6	-8%	5.2	4.5	5.4	i	42	0.15	1339	-2.4	1078	i	0	-17	662
CCOC(=O)CN1C(=O)C(CC)Oc2ccc(Cl)cc21 (stereo not given)	4%	1.1	5%	3.2	2.7	7.5	i	44	0.77	1262	-2.9	1024	i	3	x	x
CCCCCCOc1ccc(C(=O)O)cc1	x	x	x	x	x	x	i	40	0.11	1016	-1.8	1291	x	x	4	711

More results follow:
SMILES	PMI inhibition	TNAP activation fold	human PMI inhibition	MT stabilize HCS	MT stabilize HCS Hoechst-high %	MT stabilize HCS cytotoxicity %	T cell HTS	T cell HTS vesicle-bound %	Ins promoter up	Ins promoter up cell count	b-catenin transl	b-catenin transl cell count 5 µM	Autophagy HCS	Autophagy HCS cell loss 18 h	Hep lipid drop	Hep lipid drop cells 6.5 µM
Cn1nnc2cc(C(=O)N3CCCCCC3)ccc21	0%	1.1	-4%	4.7	2.5	11	i	8	x	x	-1.7	1158	i	-1	0	733
COc1cccc(CNC(=O)C2(C)Oc3ccccc3NC2=O)c1 (stereo not given)	1%	1.1	3%	2.6	2.0	8.2	i	25	-0.43	989	-2.8	1240	i	-3	-2	800
COc1cc(OC)cc(C(=O)NNC(=O)NC2CCCCC2)c1	8%	1.1	10%	1.7	0.7	4.0	i	48	0.44	1252	3.1	1077	i	6	0	725
CN1CCN(c2ccc(S(=O)(=O)N3CCOCC3)cc2NC(=O)CCc2ccccc2)CC1	x	x	x	x	x	x	i	21	0.32	1036	0.4	1281	x	x	-1	652
O=C(c1ccccc1Br)N1CCC(c2nc3ccccc3s2)CC1	-5%	1	7%	1.7	1.5	4.3	i	31	x	x	-1.2	1040	i	20	-28	695
CSc1nc2ccc(S(=O)(=O)N3CCc4ccccc43)cc2s1	14%	1.1	16%	19	5.6	25	i	42	-0.39	1155	0.2	991	i	7	-28	782
COc1ccc(C2C(C(C)=O)=C(O)C(=O)N2c2cccnc2)c(OC)c1 (stereo not given)	-3%	1.1	-2%	2.1	2.4	8.0	i	34	x	x	x	x	i	-32	x	x
COc1ccc(NC(=O)c2cccc(S(=O)(=O)N(C)c3ccccc3)c2)cn1	7%	1.1	16%	1.6	3.5	9.1	i	47	x	x	-0.9	900	i	-13	-21	641
O=C1NCCCC1C(=O)N1CCN(C(c2ccccc2)c2ccccc2)CC1 (stereo not given)	5%	1.1	-6%	5.3	2.2	6.0	i	4	x	x	-4.0	980	i	-56	x	x
c1ccc(CCNc2nc3ccccc3n3nnnc23)cc1	10%	1	14%	2.9	2.4	5.9	i	13	0.88	1390	-0.6	928	+	10*	-3	753
CCCn1c(CCC(=O)O)ccc1-c1ccc(F)cc1	13%	1.1	12%	2.2	2.0	6.2	i	2	-0.28	1233	x	x	i	-4	8	770
Cc1cc(Cl)ccc1C(=O)C1CCCN(C(=O)/C=C/c2cnn(C)c2)C1 (stereo not given)	4%	1.1	10%	4.9	2.5	11	i	38	-0.72	1461	-1.7	1070	i	-22	-3	713
O=C(O)c1cccnc1NC1CCCC1	-8%	0.9	-7%	0.8	2.1	12	i	40	x	x	x	x	i	-4	2	686
CCOC(=O)Cn1c(C)c(C#N)c2ccccc21	-3%	1.1	-1%	2.4	1.8	4.3	i	13	-0.25	1229	-3.8	1237	i	9	10	749
CCn1nc(C(=O)Nc2ccc3nc(C)sc3c2)c2ccccc2c1=O	17%	1.1	13%	4.1	1.9	7.7	i	34	0.31	1220	0.7	915	i	3	19	677
CCN1CCN(c2ncc3c(n2)CC(c2cc(OC)c(OC)c(OC)c2)CC3=O)CC1 (stereo not given)	6%	1.1	8%	32*	19*	74*	i	18	-4	568	141*	449*	i	37	0	754
COC(=O)c1ccccc1NC(=O)c1ccccc1OC	16%	1	18%	2.2	2.3	9.9	i	45	0.37	1256	-1.5	954	i	11	x	x
COc1ccc(C2CC(=O)Oc3c(C(CCN4CCOCC4)c4cc(OC)c(OC)c(OC)c4)c(OC)cc(OC)c32)cc1 (stereo not given)	x	x	x	x	x	x	i	57	-0.37	1103	-0.3	1157	x	x	-11	739
Cc1ccc(NC(=S)/N=C(\N)Nc2nc(C)c3cc(C)c(C)cc3n2)cc1C	6%	1.1	7%	1.6	3.4	2.1	i	35	x	x	0.3	1586	i	12	13	715
O=C(CCc1ccccc1)NC(NC(=S)Nc1cccc(Cl)c1)C(Cl)(Cl)Cl (stereo not given)	-11%	1.1	-2%	3.3	1.2	6.0	i	27	0.33	1161	-1.5	1006	i	-2	5	748
O=C(NC1CCCCC1)C(c1ccc(O)cc1)N(CC1CCCO1)C(=O)C1COc2ccccc2O1 (stereo not given)	7%	1	9%	1.5	2.5	22	i	18	x	x	x	x	i	0	-6	788
